NR3A LBD binder: modulators (binders) of human NR3A ligand-binding domain; NR3A LBD differential scanning fluorimetry, Tm shift; 0% = protein alone, 100% = glycine-bound protein; Tm shift relative to glycine control, % at 25 µM; 340,000 compounds, 2.5% hits; AID 1259313;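 active means melting temperature shift of at least 10% of the positive control shift, at one fixed dose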
APOBEC3A inh: inhibitors of human APOBEC3A DNA deaminase; recombinant A3A, FAM/TAMRA ssDNA deamination fluorescence; inhibition, % at 20 µM; 330,000 compounds, 0.41% hits; AID 493011;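 active means at least 40% inhibition at 20 µM here, with at most 30% in a related deaminase screen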;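 further: plate controls were A3A with DMSO for no effect and wells lacking A3A enzyme for full effect; some results filed as inactive read as strong as hits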
Target sequence (P31941 whole entry, looked up): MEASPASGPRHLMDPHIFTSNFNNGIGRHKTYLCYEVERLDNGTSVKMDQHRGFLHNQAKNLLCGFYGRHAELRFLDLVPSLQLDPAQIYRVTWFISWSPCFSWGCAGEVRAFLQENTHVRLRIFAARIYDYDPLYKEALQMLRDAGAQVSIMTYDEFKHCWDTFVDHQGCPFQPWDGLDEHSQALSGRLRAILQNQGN
CXCR6 block: inhibitors of human CXCR6 receptor | O00574 | CHO-K1 PathHunter CXCR6 beta-arrestin, luminescence | inhibition, % at 20 µM | 360,000 compounds, 0.36% hits | AID 602244; in the data active means inhibition above about 34%, passing the limit was not always enough;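 further: antagonist mode with CXCL16 agonist at 10 nM final; 0% = 10 nM CXCL16 with DMSO and 100% = unstimulated wells without agonist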
Target sequence (O00574 whole entry, looked up): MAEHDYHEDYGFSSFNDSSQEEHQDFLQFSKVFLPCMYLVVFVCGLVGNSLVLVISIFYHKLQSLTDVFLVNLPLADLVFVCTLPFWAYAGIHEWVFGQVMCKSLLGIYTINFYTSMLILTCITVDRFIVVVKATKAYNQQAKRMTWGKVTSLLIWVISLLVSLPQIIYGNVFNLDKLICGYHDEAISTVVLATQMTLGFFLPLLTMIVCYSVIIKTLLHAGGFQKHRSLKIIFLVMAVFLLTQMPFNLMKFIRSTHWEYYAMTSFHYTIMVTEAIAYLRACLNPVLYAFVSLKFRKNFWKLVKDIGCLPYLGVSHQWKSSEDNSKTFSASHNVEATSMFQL
MPTP block: inhibitors of mitochondrial permeability transition pore; isolated mouse mitochondria, Ca2+ swelling absorbance, 30 min; inhibition, % at 10 µM; 360,000 compounds, 1.4% hits; AID 602449;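 active means inhibition of 50% or more, scaled per plate between neutral and stimulator controls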;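 further: 0% = DMSO wells given calcium and 100% = 1 mM EGTA wells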
EBI2 block: antagonists of human EBI2 receptor; P32249; EBI2 beta-arrestin recruitment, luminescence, 7a,25-OHC stimulated; 360,000 compounds, 0.81% hits; AID 651636; inhibition, % at 5 µM; in the data active means inhibition above about 38%;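 further: enzyme fragment complementation signal reports receptor beta-arrestin coupling in cells; 0% = agonist plus DMSO wells and 100% = wells without agonist; some results beyond the cut were filed as inactive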
APOBEC3G inh: inhibitors of human APOBEC3G DNA deaminase | Q9HC16 | 330,000 compounds, 0.28% hits | inhibition, % at 20 µM | recombinant A3G, ssDNA deamination FAM/TAMRA fluorescence;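 active means inhibition of at least 40% at 20 µM, with no more than 30% in the related APOBEC3A deaminase screen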;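 further: plate controls were DMSO wells with A3G for no effect and wells lacking A3G enzyme for full effect; some compounds called inactive have numbers as strong as hits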
CCR6 antag: CCR6 (human) receptor antagonism | CHO-K1 CCR6 PathHunter beta-arrestin, luminescence, CCL20-stimulated | AID 493098 | 340,000 compounds, 0.49% hits | inhibition, % at 20 µM | P51684;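 active means compounds whose inhibition of the agonist-driven luminescence signal at 20 µM reaches about 50%, limit read from the data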;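 further: cells stimulated with CCL20 at 14 nM final; plate controls were DMSO with CCL20 for no effect and DMSO without agonist for full effect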
Target sequence (P51684 whole entry, looked up): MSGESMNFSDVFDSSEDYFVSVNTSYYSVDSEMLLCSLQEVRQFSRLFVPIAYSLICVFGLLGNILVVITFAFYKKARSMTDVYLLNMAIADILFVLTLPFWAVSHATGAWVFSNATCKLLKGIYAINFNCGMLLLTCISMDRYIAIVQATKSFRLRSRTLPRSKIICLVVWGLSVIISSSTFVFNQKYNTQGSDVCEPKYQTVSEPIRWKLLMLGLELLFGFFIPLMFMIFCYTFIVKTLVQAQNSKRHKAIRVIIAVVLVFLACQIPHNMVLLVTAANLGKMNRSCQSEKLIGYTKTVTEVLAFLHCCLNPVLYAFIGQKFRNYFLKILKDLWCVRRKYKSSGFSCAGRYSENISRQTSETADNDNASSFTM
Gli-Sufu block: antagonists of Gli-Sufu signaling; 340,000 compounds, 0.74% hits; inhibition, % at 5 µM; Sufu-KO-LIGHT fibroblasts, Gli luciferase reporter luminescence;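 active means inhibition above about 55%, limit read from the data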;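 further: 0% = DMSO-treated cells and 100% = wells with medium but no cells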
The depositor's hits bear a star; · = no result given. Not a hit list. Share with any hit: about 5.8%.

Fields – NR3A LBD binder | APOBEC3A inh | CXCR6 block | MPTP block | EBI2 block | APOBEC3G inh | CCR6 antag | Gli-Sufu block
> CCOC(=O)c1c(C)oc2c1c(C(c1cccnc1)N1CCCCC1)c(O)c1ccccc12 (centres undefined)
 : 0 | 0 | 8 | 1.4 | 0 | 1 | 13 | -5
> COCc1nnc(NC(=O)C2CC(=O)N(C3CCCC3)C2)s1 (centres undefined)
 : 0 | 4 | 2 | -2.8 | 3 | -16 | -2 | -8
> O=C1C(=O)N(c2nccs2)C(c2ccccc2F)/C1=C(\O)c1ccc2c(c1)OCCO2 (centres undefined)
 : -1 | -4 | -8 | -1.2 | -13 | -6 | 19 | 11
> CCNC(=S)N/N=C(\C)c1ccc(Cl)s1
 : 2 | -2 | 41* | 0.3 | 3 | -9 | 32 | -2
> O=C(CCN1C(=O)c2ccc([N+](=O)[O-])cc2C1=O)Nc1nccs1
 : -1 | 3 | -4 | -0.2 | -1 | 3 | -8 | -11
> Cc1ccc2cccc(NC(=S)NC(=O)c3c(Br)cnn3C)c2n1
 : 0 | -5 | 19 | -0.2 | 13 | -6 | 37 | 14
> O=C(O)c1cncc(SCc2ccccc2)n1
 : 1 | -5 | 3 | 0.4 | 1 | -4 | 6 | -4
> CC(=O)Nc1cccc(/C(C)=N/Nc2ccc(S(=O)(=O)Nc3ccccc3C(=O)O)cc2[N+](=O)[O-])c1
 : 14* | · | 5 | 0.8 | 0 | · | 33 | 4
> COc1cc(C)ccc1OCCOCCOc1ccc([N+](=O)[O-])cc1
 : 3 | -1 | -1 | 0.9 | 4 | -6 | -1 | 2
> Cc1ccc(NC(=O)c2ccc3c(c2)OCO3)cc1S(=O)(=O)N1CCOCC1
 : 0 | 3 | -2 | -1.2 | 4 | 4 | 21 | 0
> COC(=O)c1sc(NC(=O)CSc2nnc(Cn3nnc4ccccc43)n2C)nc1C
 : -1 | -14 | 8 | -2.4 | -18 | -5 | -5 | 4
> COc1cccc(CN(C)CC(=O)NCc2ccc(C)cc2)c1
 : -2 | 0 | 1 | -0.1 | 10 | 1 | 18 | -10
> Cc1ccc(OCCC(=O)Nc2ccc(S(=O)(=O)Nc3nccs3)cc2)cc1
 : 2 | -5 | 0 | -0.1 | 6 | -6 | -2 | -35
> Cn1c(SCC(=O)Nc2cccc(F)c2)nnc1-c1cc2ccccc2o1
 : 11* | 2 | -2 | -0.2 | 8 | 2 | 1 | -10
> CCOc1ccc(Br)cc1/C=N/O
 : 3 | -2 | -4 | 1.2 | -2 | -4 | -6 | 6
> COc1ccc(C(=O)Nc2ccc(S(=O)(=O)NCc3ccco3)cc2)cc1OC
 : -18 | 2 | -2 | 1.3 | 10 | -5 | 10 | -1
> O=C(CN1C(=O)C(=O)N(Cc2ccccc2)C1=O)c1ccc[nH]1
 : -2 | -3 | -1 | -0.4 | 4 | -6 | 11 | -5
> O=C(NC1CC1)C1CCN(c2ncnc3c2sc2cccc(F)c23)CC1
 : -1 | -6 | -2 | 0.8 | 1 | -7 | -7 | -17
> COc1ccc(OC)c(C(O)c2nc3ccccc3n2C)c1 (centres undefined)
 : -1 | 5 | -2 | -0.8 | -12 | -4 | 0 | -2
> O=c1[nH]c(C2CCCN(S(=O)(=O)c3ccccc3)C2)nc2c1nnn2Cc1ccccc1Br (centres undefined)
 : -16 | -7 | 20 | -0.2 | 0 | -8 | 15 | 22
> O=C(NC(=S)Nc1ccc(N2CCOCC2)c(Cl)c1)c1sc2ccccc2c1Cl
 : -1 | -3 | 19 | 1.7 | 8 | -10 | 15 | -23
> CC(Sc1nnnn1C1CCCCC1)C(=O)O (centres undefined)
 : -2 | -1 | -7 | 0.3 | -2 | -5 | 3 | 0
> COc1ccccc1NC(=O)Cc1nnc(SCC(=O)NC2=NCCS2)n1C
 : -2 | 3 | 0 | -1.1 | -11 | -2 | 15 | -8
> Cc1cccc(NC(=O)Cn2nc(-c3ccco3)ccc2=O)c1C
 : -2 | 4 | 8 | -0.7 | -12 | -5 | 5 | 6
> c1ccc(SCc2nc3ccccc3[nH]2)nc1
 : -2 | -3 | 4 | -2.0 | -9 | -4 | 8 | -18
> CSCC[C@H](NC(=O)Nc1cccc(C(F)(F)F)c1)C(=O)O
 : 1 | -16 | 4 | 6.9 | -19 | -6 | -13 | -4
> COc1ccccc1NC(=O)Cc1csc(N)n1
 : 2 | -2 | -3 | -0.4 | -6 | -3 | -6 | -5
> CC(C)(C)NC(=O)c1ccccc1NC(=O)c1ccc2c(c1)OCO2
 : -1 | 5 | 7 | -2.1 | -4 | 2 | -3 | 11
> CCOC(=O)N1CCC(NC(=O)C2CCN(C(=O)N3CC(C)Oc4ccccc43)CC2)CC1 (centres undefined)
 : 0 | -4 | -10 | 0.3 | 3 | -4 | -5 | 0
> Cc1ccc(CNC(=O)CN(c2ccc(C)cc2)S(=O)(=O)c2c(C)nn(C)c2C)cc1
 : 7 | -2 | 2 | 3.0 | 6 | -3 | 10 | 11

Some of the entries above, set out differently:
> COc1ccccc1NC(=O)Cc1nnc(SCC(=O)NC2=NCCS2)n1C
  NR3A LBD binder: -2; APOBEC3A inh: 3; CXCR6 block: 0; MPTP block: -1.1; EBI2 block: -11; APOBEC3G inh: -2; CCR6 antag: 15; Gli-Sufu block: -8

> O=C(NC(=S)Nc1ccc(N2CCOCC2)c(Cl)c1)c1sc2ccccc2c1Cl
  NR3A LBD binder: -1; APOBEC3A inh: -3; CXCR6 block: 19; MPTP block: 1.7; EBI2 block: 8; APOBEC3G inh: -10; CCR6 antag: 15; Gli-Sufu block: -23

> Cc1ccc(CNC(=O)CN(c2ccc(C)cc2)S(=O)(=O)c2c(C)nn(C)c2C)cc1
  NR3A LBD binder: 7; APOBEC3A inh: -2; CXCR6 block: 2; MPTP block: 3.0; EBI2 block: 6; APOBEC3G inh: -3; CCR6 antag: 10; Gli-Sufu block: 11

> c1ccc(SCc2nc3ccccc3[nH]2)nc1
  NR3A LBD binder: -2; APOBEC3A inh: -3; CXCR6 block: 4; MPTP block: -2.0; EBI2 block: -9; APOBEC3G inh: -4; CCR6 antag: 8; Gli-Sufu block: -18

(list continues)
Fields – NR3A LBD binder | APOBEC3A inh | CXCR6 block | MPTP block | EBI2 block | APOBEC3G inh | CCR6 antag | Gli-Sufu block
> COc1ccc([N+](=O)[O-])cc1NCc1cccnc1
 : 0 | -2 | 8 | 0.1 | 1 | -5 | 9 | -3
> C[C@H]1CN([C@@H](C)CO)C(=O)c2cccc(NC(=O)c3ccc(-c4nccs4)cc3)c2O[C@@H]1CN(C)C(=O)NC1CCCCC1
 : 0 | -1 | -1 | 0.4 | -15 | -6 | 2 | 8
> Cc1ccc(-c2n[nH]c(=S)n2/N=C/C=C\c2ccccc2[N+](=O)[O-])cc1
 : -8 | -4 | 9 | 0.6 | -5 | 9 | 19 | 25
> CC1CC(C)CN(C(C)C(=O)Nc2cc(S(=O)(=O)N3CCCCC3)ccc2Cl)C1 (centres undefined)
 : 0 | 1 | 7 | -0.1 | 11 | -4 | 25 | 6
> Cc1cccc(NC(=S)N2CCN(c3cc(C)ccc3C)CC2)c1
 : -1 | -3 | 3 | 4.6 | 10 | -2 | 13 | 12
> CCOC(=O)c1nn(-c2ccccc2)c(C#N)c1NC(=O)c1nn(CC)cc1Br
 : 2 | -2 | 6 | 0.5 | 11 | -2 | 12 | 23
> COC(=O)NCCc1cc(OC)c(OC)cc1S(=O)(=O)N1CC(=O)Nc2ccccc21
 : -1 | -1 | 7 | -0.1 | -2 | -1 | 8 | 0
> CCCCCCn1cnc2c(c1=O)c1nc3ccccc3nc1n2Cc1cccs1
 : 0 | -1 | 16 | -14 | -8 | -9 | 3 | 0
> CCOC(=O)NC1CCS(=O)(=O)C1 (centres undefined)
 : 0 | -5 | -6 | -1.2 | -4 | -7 | -1 | -2
> Cc1cnccc1NC(=O)c1cccs1
 : -2 | 0 | -2 | -0.5 | -4 | -3 | -5 | 33

Later entries.
SMILES | NR3A LBD binder | APOBEC3A inh | CXCR6 block | MPTP block | EBI2 block | APOBEC3G inh | CCR6 antag | Gli-Sufu block
CCOC(=O)COc1ccc(S(=O)(=O)NCC2CCCO2)cc1 (centres undefined) | 1 | -1 | 0 | 0.2 | -9 | -8 | 9 | -15
O=C(/C=C/c1ccc(F)cc1)N1CC[C@@]2(O)CCCC[C@H]2C1 | -2 | 4 | 0 | 2.5 | 6 | 7 | 6 | -35
Fc1ccccc1CNCCC(Cc1ccccc1)c1ccc2c(c1)OCO2 (centres undefined) | -1 | -1 | -6 | 85* | 9 | -5 | 19 | 4
Cc1cc(/C=C2\NC(=S)N(C)C2=O)ccc1N1CCCC1 | -15 | -14 | 8 | 9.0 | 7 | -31 | 19 | -22
Cc1nn(-c2cc(N3CCCCC3)ccc2[N+](=O)[O-])c(=O)c2ccccc12 | -1 | 3 | 17 | -0.1 | 12 | 3 | 28 | 1
COc1ccc(-c2ccc(SCc3ccccn3)nn2)cc1OC | -1 | -3 | -2 | -1.2 | -4 | 0 | 7 | -1
O=[N+]([O-])c1cccc(/C=C/c2nc3ccc([N+](=O)[O-])cc3[nH]2)c1 | 16* | 0 | -16 | 5.8 | 24 | -6 | 18 | 0
COc1ccc(-c2noc(CN(C(=O)c3ccc4c(c3)OCO4)C(C)C)n2)cc1OC | 4 | -3 | -5 | 0.6 | 0 | -8 | 4 | 5
COc1ccc(COC(=O)Nc2c(SC)nsc2SC)cc1 | -2 | -3 | -9 | -0.9 | -1 | -8 | -10 | -2
Cc1cccc(C)c1NC(=O)C1(N(C(=O)c2ccccn2)c2ccc(O)cc2)CCCCC1 | -1 | -2 | 2 | -0.4 | 14 | -11 | 6 | -1
Cc1cc(NS(=O)(=O)c2ccc(NC(=O)C(c3ccccc3)c3ccccc3)cc2)no1 | -8 | -1 | 3 | 2.1 | -1 | 3 | 1 | -6
COc1ccc(NC(=O)COC(=O)CCCOc2ccc(Cl)cc2Cl)cc1Cl | 31* | -6 | 5 | 2.7 | 0 | -5 | 6 | -14
COc1ccc(Cl)cc1C(=O)Nc1ccc(N(C)C(C)=O)cc1 | 2 | 5 | -3 | -1.4 | -6 | 11 | 0 | 27
O=C(CN(C(=O)c1nsc(Cl)c1Cl)c1cccc(F)c1)NC1CCCC1 | 0 | -2 | 3 | -0.4 | 18 | -3 | 7 | 10
C=CCNC(=O)COc1c(C)ccc(C)c1C | -1 | 4 | 2 | 1.5 | 4 | -8 | 5 | 13
CNC(=S)N=Nc1c(O)[nH]c2ccccc12 | -6 | · | 7 | -10 | -8 | · | 18 | -3
COc1ccc(N2CCN(C(=O)CN3CCN(C(c4ccccc4)c4ccccc4)CC3)CC2)cc1 | -10 | 0 | -5 | -3.3 | 20 | -2 | 7 | 8
COc1ccc(NC2CC(=O)N(c3cccc(C)c3)C2=O)cc1 (centres undefined) | 0 | 1 | 5 | 0.2 | 2 | -4 | 2 | -21
CCOc1ccc(C(=O)Nc2ccc3c(c2)C(=O)NC3=O)cc1 | 0 | 3 | -4 | 0.0 | 1 | 6 | 4 | -1
Nc1ccccc1C(=O)NC1CCCCNC1=O (centres undefined) | 1 | 0 | -1 | 1.8 | -3 | -9 | 0 | 0
O=C1C2C(C(=O)N1/N=C/c1cc([N+](=O)[O-])c(O)cc1O)C1C=CC2C12CC2 (centres undefined) | -1 | 78* | 5 | 3.7 | -5 | 19 | 19 | -6
COc1cc(OC)cc(C(=O)NCC(=O)NCCN2C(=O)S/C(=C\c3ccc4c(c3)OCO4)C2=O)c1 | 0 | · | -5 | -0.4 | -7 | · | 7 | -5
Cc1ccc(-c2nc(NC(=O)CSc3cc(C)c4ccccc4n3)ns2)cc1 | -1 | 2 | 4 | -0.3 | -1 | -4 | 15 | 18
CCn1c(SCC(=O)NC(=O)c2ccccc2OC)nc2ccccc21 | 1 | 4 | -2 | -2.2 | 1 | -4 | -6 | -4
O=C(Nc1ccccc1)c1cc2ccccc2s1 | 10 | · | 1 | -1.1 | -1 | · | 1 | -100
